Bioassay records: PubChem, several laboratories
STK33 kinase inh: inhibitors of human STK33 kinase; Q9BYT3; purified STK33, MBP phosphorylation, ADP-Glo luminescence; inhibition, % at 10 µM; hit rate 0.073% among 320,000;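 active = inhibition at or above 25%, using the most active replicate where run in duplicate; inactive = inhibition below 25%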
Target sequence (Q9BYT3 whole entry, looked up): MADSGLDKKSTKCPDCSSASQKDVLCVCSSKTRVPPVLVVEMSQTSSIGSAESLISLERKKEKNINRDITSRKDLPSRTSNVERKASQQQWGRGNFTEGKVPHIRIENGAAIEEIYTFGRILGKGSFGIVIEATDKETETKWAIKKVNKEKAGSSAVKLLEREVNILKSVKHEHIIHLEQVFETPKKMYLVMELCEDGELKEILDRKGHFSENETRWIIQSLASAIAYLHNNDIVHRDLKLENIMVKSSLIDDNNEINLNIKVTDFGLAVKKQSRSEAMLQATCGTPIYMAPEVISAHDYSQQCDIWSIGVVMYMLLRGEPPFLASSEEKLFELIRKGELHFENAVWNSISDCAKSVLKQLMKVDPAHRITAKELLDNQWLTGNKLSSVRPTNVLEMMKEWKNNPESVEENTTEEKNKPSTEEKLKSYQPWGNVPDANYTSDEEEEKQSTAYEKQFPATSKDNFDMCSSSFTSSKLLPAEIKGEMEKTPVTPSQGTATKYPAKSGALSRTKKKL
OX1R FRET antag: OX1R (human) antagonism | O43613 | OX1R-expressing cells, FRET antagonist read-out | inhibition, % at 6.6 µM | hit rate 1.8% among 330,000 | AID 485270; in the data active = inhibition mostly above about 38%, no sharp cut-off; inactive = mostly below about 40%;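 note: 0% = agonist challenge alone and 100% = reference antagonist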
Target sequence (O43613 whole entry, looked up): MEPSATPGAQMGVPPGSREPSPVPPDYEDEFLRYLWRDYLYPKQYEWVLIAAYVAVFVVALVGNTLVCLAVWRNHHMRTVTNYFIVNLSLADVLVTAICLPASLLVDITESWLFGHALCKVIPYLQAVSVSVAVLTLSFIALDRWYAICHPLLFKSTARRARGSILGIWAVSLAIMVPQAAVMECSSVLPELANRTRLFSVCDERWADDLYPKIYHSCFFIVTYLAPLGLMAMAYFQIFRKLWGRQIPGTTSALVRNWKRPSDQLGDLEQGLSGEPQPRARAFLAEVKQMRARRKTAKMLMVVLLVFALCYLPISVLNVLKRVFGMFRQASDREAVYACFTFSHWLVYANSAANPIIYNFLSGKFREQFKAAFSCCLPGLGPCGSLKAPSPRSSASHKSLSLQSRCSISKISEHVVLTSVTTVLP
KCNQ2 inh: KCNQ2 potassium channel inhibitors, primary screen, cell-based, CHO-K1, FluxOR thallium flux, B-score (AID 2156); B-score at 10 µM; 20 min; active compounds read low; hit rate 1.1% among 310,000; O88943;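 active = fluorescence ratio B-score at most minus 3 library SDs, with starting brightness B-score within 2 library SDs, cut at about -5.5 in these data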
* = called active by the depositor; i = inactive; . = not tested or not shown.

Sequence of screens – STK33 kinase inh | OX1R FRET antag | KCNQ2 inh
Cc1ccccc1OC(=O)C1C(c2ccccc2)C(C(=O)O)C1c1ccccc1 (stereo not given)
    -0.4 | 14 | i
O=c1c([N+](=O)[O-])c[nH]c2ccccc12
    -0.5 | 15 | i
COC(=O)c1cc(Br)c(=O)n(-c2nccs2)c1
    0.8 | 11 | i
COc1ccc(OC(C)C(=O)Nc2ccccc2F)cc1 (stereo not given)
    0.3 | 4 | i
O=C(COC(=O)c1ccc(F)cc1)NCC1COc2ccccc2O1 (stereo not given)
    -1.0 | 7 | .
O=C(NCC1CCOCC1)c1cc(COc2ccc(F)cc2F)on1
    1.9 | 12 | i
CC1CCN(C(=O)C2CCN(C(=O)c3cc4sccc4n3Cc3ccc(F)cc3)CC2)CC1
    1.3 | 7 | i
CCN(C(=O)COC(=O)c1n[nH]c2ccccc12)c1ccccc1
    1.5 | -4 | .
Cc1ccc(C(=O)COC(=O)c2cn3ccccc3n2)cc1
    -1.5 | 11 | i
O=C(NCC(c1cccnc1)N1CCN(c2ccccc2F)CC1)c1cccc(Cl)c1 (stereo not given)
    -0.6 | 12 | i
COc1ccccc1CNC(=O)CCN1C(=O)c2ccccc2C1=O
    -1.2 | 6 | i
CC(C)NC(=O)C(=O)NCCN1CCN(S(=O)(=O)c2ccc(Cl)cc2)CC1
    0.0 | 22 | i
CC(C(=O)N(C)c1ccccc1)N1CCN(C(=O)c2ccccc2)CC1 (stereo not given)
    -0.2 | 7 | i
Cc1nn(C)c(C(=O)N2CCc3ccccc32)c1Cl
    -0.5 | 18 | i
C=CCN([C@@H](CC(C)C)C(=O)OC)S(=O)(=O)N(CC=C)[C@@H](CC(C)C)C(=O)OC
    0.5 | 6 | .

As a short view, some entries already given:
Sequence of screens – STK33 kinase inh | OX1R FRET antag | KCNQ2 inh
Cc1ccccc1OC(=O)C1C(c2ccccc2)C(C(=O)O)C1c1ccccc1 (stereo not given)
    -0.4 | 14 | i
O=c1c([N+](=O)[O-])c[nH]c2ccccc12
    -0.5 | 15 | i
COC(=O)c1cc(Br)c(=O)n(-c2nccs2)c1
    0.8 | 11 | i

Single entries from the results shown.
CC1CCN(C(=O)C2CCN(C(=O)c3cc4sccc4n3Cc3ccc(F)cc3)CC2)CC1 – OX1R FRET antag = 7
O=C(COC(=O)c1ccc(F)cc1)NCC1COc2ccccc2O1 (stereo not given) – STK33 kinase inh = -1.0
Cc1ccccc1OC(=O)C1C(c2ccccc2)C(C(=O)O)C1c1ccccc1 (stereo not given) – OX1R FRET antag = 14
O=c1c([N+](=O)[O-])c[nH]c2ccccc12 – OX1R FRET antag = 15

Next entries follow:
Sequence of screens – STK33 kinase inh | OX1R FRET antag | KCNQ2 inh
Cc1cccc(C)c1-n1c(C)cc(/C=C2\NC(=O)NC2=O)c1C
    1.3 | 19 | i
CCOC(=O)c1sc(NC(=O)c2ccc(S(=O)(=O)N(C)C)cc2)cc1C
    0.6 | 58* | i
COc1ccccc1Oc1c(C)oc2c(CN3CCOCC3)c(O)ccc2c1=O
    -3.3 | 8 | i
Cc1nc2ccc(NS(=O)(=O)c3ccc(Br)cc3)cc2s1
    -0.4 | 22 | .
COCC(=O)N/N=C/c1ccc(Sc2nc3ccccc3s2)o1
    2.0 | 46 | i
COC(=O)c1cc(Br)c(=O)n(Cc2ccncc2)c1
    -1.2 | 16 | i
CCCc1cc(=O)oc2cc(OCC(=O)N3CCc4ccccc43)ccc12
    -1.8 | 10 | i
C=CCn1c(SCc2csc(C)n2)nc2sc3c(c2c1=O)CCCCC3
    -1.3 | 18 | -8.1*
COc1cc(NC(=O)C2=COCCO2)c(OC)cc1Cl
    -1.0 | 15 | i
COc1ccc(NC(=O)c2ccc(OC(F)F)cc2)cc1Cl
    0.1 | 17 | i
CC(=O)Nc1ccc(NC(=O)c2ccccc2N(C)S(C)(=O)=O)cc1
    -0.9 | -1 | i
CN(C(=O)CC(NC(=O)c1ccccc1)(c1ccccc1)c1ccccc1)c1ccccc1
    0.6 | 8 | i
CSC(=S)N/N=C(\C)c1ccc(Br)cc1
    0.5 | 16 | i
O=C(NCC(F)(F)F)c1ccc(S(=O)(=O)N2CCN(C(=O)C3CCCO3)CC2)cc1 (stereo not given)
    0.0 | 2 | .
CC(=O)OCCNc1cc(SCc2ccco2)c2nonc2c1[N+](=O)[O-]
    -0.8 | 46 | i

(listing goes on)
Sequence of screens – STK33 kinase inh | OX1R FRET antag | KCNQ2 inh
FC(F)(F)c1nnc2c(Sc3ccccc3)nc3ccccc3n12
    -0.9 | 9 | i
Cc1nc(-c2ccccc2OC(F)(F)F)[nH]c(=O)c1Cl
    -1.2 | 8 | i
O=C(NCc1ccccc1)c1cccc(NC(=O)c2ccco2)c1
    1.6 | 3 | i
O=C(c1ccccc1)N(CCN1CCOCC1)C1(C(=O)Nc2ccccc2)CCCCC1
    -0.8 | -10 | i
CN1CCN(C(=O)Cn2c(C(F)(F)F)nc3ccccc32)CC1
    -2.3 | 15 | i
CCN(CC)S(=O)(=O)c1cccc(C(=O)Nc2cc(C)nn2-c2ccccc2)c1
    . | 14 | i
O=C(CNC(=O)c1ccc([N+](=O)[O-])cc1)N/N=C/c1c[nH]c2ccccc12
    -0.3 | 60 | i
Cc1cccc(C)c1OCC(=O)Nc1ccc(N2CCOCC2)cc1
    -1.9 | 7 | i
O=C(O)C1CC=CCC1C(=O)Nc1ccc(Oc2ccc(Cl)cc2)cc1 (stereo not given)
    -2.2 | 27 | i
Cc1ccc(NC(=O)C(C)N2C(=O)C3CC=C(Cl)CC3C2=O)cc1 (stereo not given)
    -1.1 | 8 | i
Cc1nc2ccccc2cc1C(=O)N/N=C/c1ccc([N+](=O)[O-])cc1
    2.0 | 50 | i
COC(=O)c1nnn(-c2ccccc2)c1N
    0.3 | 17 | i
Cc1ccc2[nH]c(=O)c(C3=NN(C(=O)CCC(=O)O)C(c4cccs4)C3)c(-c3ccccc3)c2c1 (stereo not given)
    -0.1 | 18 | i
CCCCNC(=O)c1cc2c(C)cc(C)cc2[nH]1
    -0.7 | 11 | i
Cc1ccc(SCC(=O)OCc2csc(CC(=O)Nc3ccccc3C)n2)cc1C
    1.1 | 7 | .

Other records follow.
structure	STK33 kinase inh	OX1R FRET antag	KCNQ2 inh
O=C1OC(c2ccc(F)cc2)=C/C1=C\c1ccc(O)cc1	0.5	8	i
COc1ccc(C2N(C(=O)c3ccccc3)CCN2C(=O)c2ccc(C)cc2)cc1 (stereo not given)	-1.7	28	i
Cc1cc(C(=O)N/N=C/c2ccc(O)c([N+](=O)[O-])c2)n[nH]1	4.4	60*	i
COc1ccc(C(CCN2CCCCC2)c2c(O)cc(OC)cc2OC)cc1 (stereo not given)	0.0	6	i
CCOCC(=O)Nc1cc(C(=O)Nc2cccc(C)c2C)ccc1Cl	-0.6	26	i
COc1ccc(C(=O)NC(C)c2ccc(-n3ccnc3)cc2)cc1[N+](=O)[O-] (stereo not given)	-0.5	19	i
C[C@@]12C(=O)N(c3ccc(Br)cc3)C(=O)N1[C@@H]1c3ccccc3OC[C@@H]1[C@H]2c1ccccc1	0.5	12	.
CCC(=O)n1nc(-c2ccccc2)nc1NCc1ccccc1	0.2	20	i
O=C(NCCCO)C(=O)NCCc1ccc(Cl)cc1	2.6	0	i
Cc1ccc(NC(=O)COc2ccccc2C(=O)NCc2ccccc2)cc1	-2.4	1	.
COc1ccc(CN2CCS(=O)(=O)CC2)cc1OC	-0.3	24	i
CC(NC(=O)COc1ccc(S(=O)(=O)N2CCOCC2)cc1)c1ccccc1 (stereo not given)	0.1	-7	.
CC(OC(=O)Cc1coc2ccc3ccccc3c12)C(=O)Nc1ncc(Cl)cc1Cl (stereo not given)	-0.1	28	i
O=C(OCC(=O)N1CCOCC1)c1ccccc1OCc1ccc(Cl)cc1	-0.5	11	.
CC(C)c1nc2cc(C(=O)N3CCNC(=O)C3c3ccc(F)cc3)ccc2o1 (stereo not given)	-0.8	3	i
C#Cc1cccc(NC(=O)C2CCN(C(C)=O)CC2)c1	0.4	11	i
O=C(O)CSCC(=O)N1N=C2/C(=C/c3ccccc3)CCCC2C1c1ccccc1 (stereo not given)	-1.2	7	i
O=C(O)CC(NC(=O)Cc1ccccc1)c1ccccc1 (stereo not given)	-1.3	11	i
CN(C(=O)COC(=O)c1ccc(S(=O)(=O)N2CCOCC2)cc1)c1ccccc1	-1.3	4	.
O=C(COC(=O)C1(c2ccccc2)CC1)N1CCN(c2ccc(F)cc2)CC1	-1.2	8	i
CCOC(=O)N1CCN(S(=O)(=O)c2ccc(C(=O)N(CCN(C)C)c3nc4c(C)cccc4s3)cc2)CC1	0.7	12	i
CCn1c(Cc2cccs2)nnc1SCC(=O)NC(C)(C)C	1.3	1	i
CCN(CC)S(=O)(=O)c1ccc(OC)c(NC(=O)CSCc2c(C)noc2C)c1	-0.7	20	.
CCOC(=O)c1ccc(-n2nc(C)cc2C)cc1	-1.0	0	i
O=C(NCc1ccncc1)c1ccc(Oc2ccccc2)cc1	.	38	i
COc1cc(/C=C(/C#N)C(=O)Nc2ccccc2)ccc1OCc1ccc(C(=O)O)cc1	-2.5	20	i
N#CC1=C(Nc2ccccc2)SC=C(c2ccc(F)cc2)N=C1N1CCOCC1	-1.7	15	i
CC(C)(Cl)C1Cc2cc3ccc(=O)oc3cc2O1 (stereo not given)	-2.8	9	i
CCOc1ccc(S(=O)(=O)NCC2CCCO2)c2ccccc12 (stereo not given)	-1.8	15	i
COC(=O)c1sc(NC(=O)CSc2nnc(Cn3nnc4ccccc43)n2C)nc1C	-1.8	5	i

The listing continues.
structure	STK33 kinase inh	OX1R FRET antag	KCNQ2 inh
Cc1oc2ccc(O)cc2c1C(=O)OC(C)C	-1.3	-1	i
Cc1ccc(C(=O)NCc2ccc3c(c2)OCO3)o1	-0.3	2	i
O=C(NCc1cn2ccsc2n1)Nc1cccc(Cl)c1	-0.1	-58	i
COc1ccccc1CC(=O)Nc1ccc(-c2noc(COc3cccc(C)c3C)n2)cc1	-0.1	32	i
CN(Cc1ccccc1)C(=O)COc1ccc(C(C)(C)C)cc1	-0.9	8	-5.6*
O=C(Nc1cccc(S(=O)(=O)N2CCOCC2)c1)c1cnn2c(C(F)F)cc(-c3ccccc3)nc12	-0.4	7	i
CCCN(CCC)c1c([N+](=O)[O-])c(=O)oc2ccccc12	-1.2	2	i
O=C(O)C1CCCCC1C(=O)Nc1cnn(Cc2ccccc2)c1 (stereo not given)	-2.3	15	i
CC(=O)c1cccc2c(O)c(C3=Nc4ccccc4C3=O)[nH]c12	12	30	i
Cc1cccc(OCCC(=O)Nc2ccc(C)c(S(=O)(=O)N3CCOCC3)c2)c1	-1.0	11	.
CCOC(=O)N1CCN(c2c(NCCc3ccc(C)cc3)c(=O)c2=O)CC1	2.4	7	i
O=C(CN1C(=O)/C(=C\c2ccc(C(F)(F)F)cc2)Sc2ccccc21)NCc1ccco1	0.3	38	i
Cc1ccc(Nc2nc(C)cs2)cc1	1.2	18	i
CCOC(=O)c1ccc(Cn2cnc3ccccc3c2=O)cc1	-1.3	19	i
CO/N=C/NC(=O)c1c(OC)ccnc1Oc1ccc(F)cc1	-1.9	6	i
CC(C)Oc1cccc(C(=O)C2CCCN(Cc3cnc(N4CCOCC4)s3)C2)c1 (stereo not given)	-0.1	6	i
O=C(O)c1cccc(N/N=C/c2sc(N3CCOCC3)nc2-c2ccccc2)c1	.	19	i
Cc1nc2cc(-c3cccc(F)c3)nn2c(N2CCN(C(=O)c3ccco3)CC2)c1C	-0.3	18	i
NS(=O)(=O)c1ccc(CCNC(=S)Nc2ccc(S(N)(=O)=O)cc2)cc1	-3.0	12	i
Cc1cccc(C(=O)NCCNC(=O)c2ccco2)c1	-2.8	8	i
CSc1ccc(CN2C(=O)NC3(CCCCCCC3)C2=O)cc1	0.1	30	i
COc1ccc(Br)cc1/C=N/NC(=O)CNC(=O)C1COc2ccccc2O1 (stereo not given)	-0.9	21	i
O=C(Nc1ccc2oc(-c3cccnc3)nc2c1)c1ccco1	0.7	32	i
Cc1ccc(OCC(=O)NCc2cccnc2)cc1	0.1	19	i
N#Cc1cccnc1Nc1cccc(Cl)c1	-1.1	11	i
COc1cc(NS(=O)(=O)c2ccc(NC(=O)COc3ccccc3C)cc2)nc(OC)n1	-0.3	3	i
CCOc1ccccc1NC(=O)C(c1ccccc1)N1CCN(C(=O)c2ccco2)CC1 (stereo not given)	-0.8	9	.
FC(F)(F)c1cc(-c2ccc(Cl)cc2)nc(NCc2cccnc2)n1	-1.6	11	i
CN(C)S(=O)(=O)c1ccc(N2CCCC2)c(C(=O)Nc2ccc(N3CCOCC3)cc2)c1	-0.3	-3	i
CCOc1ccc(NC(=O)COc2ccc(C(=O)NCCc3ccccc3)cc2)cc1	-2.3	20	i

Next section.
structure	STK33 kinase inh	OX1R FRET antag	KCNQ2 inh
Cn1ccnc1SC(=O)N1c2ccccc2Sc2ccccc21	-0.2	46	i
O=C(NCCCn1ccnc1)C(=O)NCC1OCCN1S(=O)(=O)c1ccc(Cl)cc1 (stereo not given)	-0.3	3	i
COc1cccc(C2C([N+](=O)[O-])=C(N)Oc3cc(C)oc(=O)c32)c1 (stereo not given)	-1.3	35	i
CCOC(=O)CC1CCCCN1C(=O)CCCn1nnnc1CN1CCC(C)CC1 (stereo not given)	-1.6	27	i
CC(C)(C)OCC1CO1 (stereo not given)	0.6	15	.

Exported with each value named: entries from further up
O=C(CN1C(=O)/C(=C\c2ccc(C(F)(F)F)cc2)Sc2ccccc21)NCc1ccco1
  STK33 kinase inh = 0.3
  OX1R FRET antag = 38
  KCNQ2 inh = i

Cc1ccc(Nc2nc(C)cs2)cc1
  STK33 kinase inh = 1.2
  OX1R FRET antag = 18
  KCNQ2 inh = i

CCOC(=O)c1ccc(Cn2cnc3ccccc3c2=O)cc1
  STK33 kinase inh = -1.3
  OX1R FRET antag = 19
  KCNQ2 inh = i

CO/N=C/NC(=O)c1c(OC)ccnc1Oc1ccc(F)cc1
  STK33 kinase inh = -1.9
  OX1R FRET antag = 6
  KCNQ2 inh = i
